# H9c2 TAG inh: reduces triacylglycerol accumulation in H9c2 cells. Nile Red lipid (TAG) fluorescence; cells loaded with 200 µM oleic acid. inhibition, % at 12.5 µM. hit rate 0.66% among 230,000. AID 651582;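 active = pattern-corrected inhibition of lipid staining of at least 50% with the nuclear-stain viability signal not falling by more than 50%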;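 note: 0% = DMSO wells and 100% = triacsin C control wells; some results filed as inactive read as strong as hits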
# H9c2 TAG inh DAPI viability: also measured in H9c2 TAG inh; calls as there; DAPI nuclei signal change (viability), lower = more cytotoxic, %;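 whole-well DAPI fluorescence read on a plate reader as a viability signal; minus 50 percent equals half of cells still viable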
# Active calls of the source: *. These rows are one share of the data, so the mix of outcomes need not match the whole.
SMILES,H9c2 TAG inh,H9c2 TAG inh DAPI viability
O=S(=O)(NC1CCC(NS(=O)(=O)c2c(F)cccc2F)CC1)c1ccc2c(c1)OCCO2 (configuration not stated),11,1
CCOc1ccc(CNC(=O)CCCc2cn(C)c3ccccc23)cc1OC,15,16
O=C(Nc1ccc(Oc2ccccc2)cc1)c1csc([C@@H]2O[C@H](CO)[C@H](O)[C@H](O)[C@H]2O)n1,-3,-8
O=C(CN(Cc1cccs1)C(=O)CNS(=O)(=O)c1ccccc1)NC1CCCC1,4,4
COCC1CCN(C(=O)c2ccc3oc(Cc4ccc(Cl)cc4)nc3c2)C1 (configuration not stated),-3,-5
N#Cc1ccc(-c2nc3ccc(Br)cn3c2Cc2ccccc2)cc1,-29,9
CC(C)C[C@H](NC(=O)c1[nH]cnc1C(=O)N[C@@H](Cc1ccccc1)C(=O)OCc1ccccc1)C(=O)OC(C)(C)C,-11,6
CCN1CCN(CC(=O)N2N=CCC2c2ccccc2)CC1 (configuration not stated),12,-2
COc1ccc(CCNC(=O)C2CCCN(S(=O)(=O)c3cccc4nonc34)C2)cc1OC (configuration not stated),7,-6
CCCC(=O)Nc1c(-c2ccccc2)c(=O)c(C)nn1-c1ccccc1,-6,5
Cc1ccnc(NC(=O)c2ccc([N+](=O)[O-])s2)c1,16,5
Cc1ccc2c(c1)[nH]c1c(=O)n(CCCN3CCOCC3)cnc12,-15,2
O=C(Cn1nc(C(=O)O)c2ccccc2c1=O)c1c[nH]c2ccccc12,9,6
O=C(Cc1ccc(Br)cc1)Nc1cccc(S(=O)(=O)N2CCCCC2)c1,-24,-20
COc1cccc(C(=O)N2CCN(c3nc4cc(C)cc(C)c4cc3C#N)CC2)c1,2,0
COc1ccc(S(=O)(=O)N(CCC(=O)O)Cc2ccccc2)cc1,-16,0
Cc1c(N=Cc2ccncc2)c(=O)n(-c2ccccc2)n1C,-2,-1
COc1ccccc1S(=O)(=O)Nc1cccc(-c2nnc3n2CCCCC3)c1,-2,0
CN1CCN(S(=O)(=O)c2cccc(C(=O)O)c2)CC1,1,0
CCOCC(=O)Nc1cccc(NC(C)=O)c1,-7,-3
O=C1C=C(c2ccc(C(=O)O)cc2)C[C@@H](c2ccc3c(c2)OCO3)C1,7,2
Cc1ccccc1OCC(=O)NCCN(C)C,-32,12
COc1ccc(Cl)cc1NC(=O)N1CCN(S(C)(=O)=O)CC1,-4,2
CCN(CC(=O)NCc1cccs1)C(=O)c1cccc(S(=O)(=O)Nc2ccc(C)cc2)c1,4,5
CC(N)c1csc(Nc2nccc(C(F)(F)F)n2)n1 (configuration not stated),-1,9
Cc1ccc(NC(=O)c2ncn(CC(=O)N[C@H](CO)Cc3c[nH]c4ccccc34)n2)cc1C,4,0
c1ccc2c(c1)nc1n2CC2CON(C3CCCCC3)C12 (configuration not stated),-11,1
COC(=O)COc1ccc(/C=C2/NC(=O)N(CC(=O)OC)C2=O)cc1,4,-2
Cc1ccc(CN2CC(C(=O)NNC(=O)c3ccc(F)cc3)CC2=O)cc1 (configuration not stated),15,-4
Cc1nc(SC(C(N)=O)c2ccccc2)c(C#N)c(C)c1C (configuration not stated),-2,7
CCOC(=O)CCc1c(C)nc(SCCN2CCCC2)c(C#N)c1C,4,8
Cc1ccc(S(=O)(=O)N2[C@@H](c3ccc(Br)cc3)C(C(=O)O)=CC[C@H]2c2cccc(C)c2)cc1,-9,-7
Cc1ccc(-c2nn(C(C)(C)C)c3ncnc(NS(=O)(=O)c4ccc([N+](=O)[O-])cc4)c23)cc1,40,2
COc1cccc(OCC(=O)Nc2c3c(nn2-c2ccccc2)CS(=O)(=O)C3)c1,22,-7
O=C(CN1CCCC1)Nc1ccccc1Sc1ccc(Cl)cc1,-12,-1
COc1ccc(/C=N/N=C2/C(=O)Nc3ccccc32)cc1O,1,2
CCOC(=O)c1cnc2ccc(OCC)cc2c1N1CCN(c2ccccc2)CC1,53*,5.0*
O=C(N[C@@H](Cc1ccccc1)C(=O)N1CCN(S(=O)(=O)c2cccc(F)c2)CC1)c1ccco1,-13,4
CCC(CC)C(=O)c1c[nH]c(C(=O)NCc2cccs2)c1,12,5
O=C(NN=C1CCCCCC1)c1ccc2c(c1)OCO2,2,9
Cc1cccc(-c2c3c(=O)n(C)c(=O)n(C)c3c3nnc4ccccc4n23)c1,-7,11
CC(=O)Nc1cccc(C(=O)N/N=C/c2ccc(C)o2)c1,6,-4
Cc1ccc(OCC(=O)NCC(=O)n2nc(C)cc2C)cc1,-18,2
Cc1ccccc1OCC(=O)OCC(=O)c1c[nH]c2ccccc12,-2,8
Cc1ccccc1NC(=O)CSCc1nc(N)nc(Nc2ccccc2C)n1,21,-15
CN(C(=O)CSc1nc2ccccc2c(=O)n1-c1ccccc1Cl)C1CCS(=O)(=O)C1 (configuration not stated),6,-2
Cc1ccc(NC(=S)NC(=O)c2ccc(-c3ccccc3)cc2)c(C)c1,-25,3
O=C(Cc1ccc(Cl)c(Cl)c1)Nc1cccc(S(=O)(=O)N2CCOCC2)c1,-9,-2
COc1ccc(C)cc1-n1c(SCC(=O)NCC2CCCO2)nc2c([nH]c3ccccc32)c1=O (configuration not stated),-17,-2
Cc1ccccc1NC(=S)NNC(=O)c1ccco1,11,2
Cc1sc(NC(=O)C2C3CCC(O3)C2C(=O)O)c(C(=O)OC(C)C)c1-c1ccc(Cl)cc1 (configuration not stated),-12,4
CC(/C=C1\SC(=S)N(NC(=O)c2ccncc2)C1=O)=C\c1ccccc1,-7,3
O=C1CC(C(=O)Nc2ccccc2C(=O)O)C(c2ccccc2)O1 (configuration not stated),-11,8
COc1ccc(-c2noc(CN3CCN(c4ccccc4F)CC3)n2)cc1OC,-1,-1
COc1ccc(OCC(=O)N2CCN(C(=O)c3ccc(F)cc3)CC2)cc1,4,0
COc1ccc(-c2nc(N)nc(C)c2Oc2ccccc2Br)c(O)c1,30,-11
CSc1ccc(Cl)c(C(=O)N2CCN(CC(=O)N3CCCC3)CC2)c1,0,-2
COC(=O)[C@H]1[C@H]2C[C@H]3c4[nH]c5ccccc5c4CCN3C[C@H]2CC[C@@H]1O,1,3
C[C@H](CO)N1C[C@H](C)[C@@H](CN(C)S(=O)(=O)c2ccccc2)Oc2c(NS(=O)(=O)c3ccccc3)cccc2C1=O,3,-6
COc1ccc(S(=O)(=O)N2CCOCC2)cc1NC(=O)c1cccc(-n2cccc2)c1,11,1
# (cont.)
SMILES,H9c2 TAG inh,H9c2 TAG inh DAPI viability
CC(=O)Nc1cccc(C(=O)OCC(=O)NNC(=O)c2ccc([N+](=O)[O-])cc2)c1,-14,1
O=C(COC(=O)c1ccc([N+](=O)[O-])o1)NCCCc1ccccc1,6,1
CCCN(CC(=O)Nc1ccc(F)c(F)c1F)C(=O)C1CC(=O)N(Cc2ccccc2)C1 (configuration not stated),-13,-1
O=S(=O)(c1ccc(Oc2ccc(Cl)cc2)c(S(=O)(=O)N2CCCCC2)c1)N1CCCCC1,20,-11
COc1ccc(C(C)NC(=O)Nc2ccc(C(C)=O)cc2)cc1OC (configuration not stated),-10,3
Cc1c(C(=O)c2ccc(Cl)c(Cl)c2)cnc2cc3c(cc12)OCO3,-210,30
O=[N+]([O-])c1cccc(N=NNc2cccc([N+](=O)[O-])c2)c1,10,14
COC(=O)c1ccc2c(c1)NC(=O)C(N(CC(C)C)CC(C)C)S2 (configuration not stated),-13,6
FC(F)(F)c1cccc(Nc2nc(N3CCCC3)nc(N3CCCC3)n2)c1,16,13
CCC(CO)NCc1ccccc1OC(C)C (configuration not stated),-5,3
COc1cccc(NC(=O)c2ccccc2-c2nc(-c3ccc(Cl)cc3)no2)c1,40,-18
O=C1c2ccccc2NC(c2cccc(O)c2)N1Cc1ccco1 (configuration not stated),-11,8
CS(=O)(=O)N1CCc2cc(C(=O)N3CCN(c4ccccc4)CC3)ccc21,14,3
Cc1ccc(N(C(=O)c2ccco2)C2C=CS(=O)(=O)C2)cc1 (configuration not stated),-2,-13
CN1CCN(c2ncnc3c2ncn3[C@H]2CN(Cc3ccc(Cl)cc3)C[C@@H](CO)O2)CC1,18,-5
COc1ccc(NC(=O)C2CC(=O)N/C(=N/NC(=O)c3ccc(Cl)cc3)S2)cc1 (configuration not stated),22,-11
O=C(Nc1nc2c(s1)COc1ccccc1-2)c1cccs1,-5,13
COc1ccc(NC(=O)CSc2nnc(Cc3ccccc3)c(=O)n2N)c(OC)c1,10,0
CSc1ccc2c(c1)N(CCC1CCCCN1C)c1ccccc1S2 (configuration not stated),85*,-49*
CC(C)C[C@@H](CSc1ccccc1)N1CCN(C)CCC1=O,-4,-1
CC(C)C(C)NC(=O)CSc1nc2scc(-c3ccco3)c2c(=O)n1-c1ccccc1 (configuration not stated),42,1
CC(C)(C)NC(=O)C(c1ccccc1)N(C(=O)c1ccco1)C1CC1 (configuration not stated),-2,-18
Cc1ccccc1N1C(=O)C2CCCN2C1=S (configuration not stated),10,4
CCCN(CC(=O)Nc1ccccc1OC)C(=O)c1ccc2ncsc2c1,-2,-4

# Rewritten with values under each structure: three of the compounds above.
# Values run as follows: H9c2 TAG inh	H9c2 TAG inh DAPI viability
CS(=O)(=O)N1CCc2cc(C(=O)N3CCN(c4ccccc4)CC3)ccc21
 : 14	3
Cc1ccc(N(C(=O)c2ccco2)C2C=CS(=O)(=O)C2)cc1 (configuration not stated)
 : -2	-13
CN1CCN(c2ncnc3c2ncn3[C@H]2CN(Cc3ccc(Cl)cc3)C[C@@H](CO)O2)CC1
 : 18	-5

# The main list resumes, repeating the 5 entries before the break.
SMILES,H9c2 TAG inh,H9c2 TAG inh DAPI viability
CC(C)C[C@@H](CSc1ccccc1)N1CCN(C)CCC1=O,-4,-1
CC(C)C(C)NC(=O)CSc1nc2scc(-c3ccco3)c2c(=O)n1-c1ccccc1 (configuration not stated),42,1
CC(C)(C)NC(=O)C(c1ccccc1)N(C(=O)c1ccco1)C1CC1 (configuration not stated),-2,-18
Cc1ccccc1N1C(=O)C2CCCN2C1=S (configuration not stated),10,4
CCCN(CC(=O)Nc1ccccc1OC)C(=O)c1ccc2ncsc2c1,-2,-4
CCOC(=O)C1=C(C)NC(=O)NC1c1ccccc1 (configuration not stated),1,-1
COc1ccc(C(=O)NNC(=O)CN2CCN(c3nc(-c4ccccc4)cs3)CC2)cc1,10,8
CC(NC(=O)CN(C)S(=O)(=O)c1ccc(F)cc1)C1CC2CCC1C2 (configuration not stated),7,5
CN(C)C=C1C(=O)c2ccccc2C1=O,-1,5
CCN(CC)c1ccc(NC(=O)COC(=O)/C=C/c2nc3ccccc3s2)cc1,10,-1
O=C(Nc1ccccc1)Nc1csc2ccccc12,-4,-5
S=C(NCc1ccccc1)NNc1nc2ccccc2[nH]1,9,-12
CCSc1nc(O)c(Cc2ccccc2)c(=O)[nH]1,13,0
CC(=O)Nc1sc(N/N=C/c2ccc(O)cc2)nc1-c1ccc(C)cc1,16,-10
Cc1c(Cl)cnc(NC(=O)COC(=O)c2cccs2)c1Cl,-17,-4
CCN(CC)c1ccc(C=Nc2ccc(C)cc2)c(O)c1,5,-13
Cc1cc(C)c2c(n1)sc1c(=O)n(Cc3ccc(F)cc3)cnc12,-1,4

# Three entries out of the list, sorted by formula weight, rising:
SMILES,H9c2 TAG inh,H9c2 TAG inh DAPI viability
CCN(CC)c1ccc(C=Nc2ccc(C)cc2)c(O)c1,5,-13
Cc1cc(C)c2c(n1)sc1c(=O)n(Cc3ccc(F)cc3)cnc12,-1,4
CC(=O)Nc1sc(N/N=C/c2ccc(O)cc2)nc1-c1ccc(C)cc1,16,-10

# (next part)
SMILES,H9c2 TAG inh,H9c2 TAG inh DAPI viability
CCCCN(C(=O)c1ccc(C)c(S(=O)(=O)N2CCOCC2)c1)c1c(N)n(CCCC)c(=O)[nH]c1=O,5,4
COc1ccc(NC(=O)CN(C)C(=O)c2cc(C)oc2C)cc1,0,5
CC(OC(=O)c1nc(Cl)ccc1Cl)C(=O)Nc1ccc2c(c1)OCCO2 (configuration not stated),6,-3
Cc1nn(CC(=O)NC2(C#N)CCCCC2)c(C)c1[N+](=O)[O-],-10,6
CCCCN(C(=S)Nc1ccc(F)cc1)c1c(N)n(CCC)c(=O)[nH]c1=O,-6,1
COc1ccc(S(=O)(=O)Nc2c(C(=O)O)[nH]c3ccccc23)c(OC)c1,-5,9
CS(=O)(=O)c1ccc(-c2cnc3c(NC=O)cc(-c4ccsc4)cn23)cc1,27,7
O=C(/C=C/c1ccco1)Nc1ccc(Cl)c(S(=O)(=O)N2CCOCC2)c1,-7,6
CCC(C)C(N)C(=O)N1CCCC1C(=O)NC(C(=O)O)C(C)CC (configuration not stated),-1,-5
COc1ccc(Br)cc1S(=O)(=O)N1CCN=C1C,-9,14
CCNC(=O)C1CCCN(C(=O)c2cccc(C(F)(F)F)c2)CC1 (configuration not stated),1,-10
CS(=O)(=O)N(CC(=O)N/N=C/c1cccc2c1OCCO2)c1ccccc1Br,2,-2
CCn1cc(C(=O)NCCCN2CCC(C)CC2)c2cc(OC)c(OC)cc2c1=O,16,-2
O=C1c2cccc3cccc(c23)C(=O)N1CCN1CCN(CC(O)COCc2ccc(Cl)cc2)CC1 (configuration not stated),-45,36
CCOC(=O)c1c(NC(=O)Cn2nnc(-c3ccc(Cl)cc3)n2)sc(CC)c1C,-19,13
[N-]=[N+]=CC(=O)c1ccnc(C(=O)C=[N+]=[N-])c1,-17,16
Cc1cc(C(=O)N/N=C/c2ccc(-c3ccc(C)c(Cl)c3)o2)n[nH]1,-23,31
CSCCC(NC(=O)c1ccco1)C(=O)NNC(=O)c1n[nH]c(=O)c2ccccc12 (configuration not stated),22,-12
Nc1nc(-c2cccnc2)nc(N2CCCCC2)n1,25,-9
NS(=O)(=O)c1ccc(NC(=O)COC(=O)CCc2ccccc2)cc1,9,1
CCOC(=O)CCSc1nc(C)c2ccccc2n1,-19,6
COc1ccccc1N1CN(CCc2ccccc2)CNC1=S,-5,10
COc1ccc(NC(=O)C2(C)Cc3c(-c4ccccc4)ccnc3O2)cc1OC (configuration not stated),0,-3
C#CCOc1ccc2c(C)cc(=O)oc2c1,-5,-9
COc1ccc(N2CCN(C(=O)CSc3nnc(C4CC4)n3C3CC3)CC2)cc1,6,-7
Nc1ccc2ccc(O)cc2c1,29,-19

# Compound activity deposited in PubChem BioAssay by Sanford-Burnham Center for Chemical Genomics.
